# Mito fusion yeast: qHTS Assay for Small Molecule Inhibitors of Mitochondrial Division or Activators of Mitochondrial Fusion; AID 485298, 2010; Potency, µM (series often up to 46.1 µM), without a hit: at the highest dose growth rescue (activation), usual class: activators; 320,000 tested, 0.23% active; S. cerevisiae fusion-defective mutant growth rescue, CellTiterGlo 48 h;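 note: potency is the fitted concentration of half-maximal effect; % of control where 0% means no effect; nearly all actives have a fitted effect of over 45% in size; temperature-sensitive fusion mutants such as fzo1-1 at 37 °C on non-fermentable ethanol glycerol medium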
#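 Luminescent cell viability in 1536-well qHTS format served as the measure of rescued growth in ts fusion-mutant S. cerevisiae cultured on non-fermentable YPEG for 48 hours at 37C.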
# MBNL1-CUG inh: qHTS Assay for Inhibitors of MBNL1-poly(CUG) RNA binding. 280,000 tested, 0.036% active. Potency, µM (titrated, usually from 57.5 µM), without a hit: at the top dose activity change, negative = inhibition, hits mostly inhibitors. TR-FRET MBNL1-His/biotin-(CUG)12 binding, 665/545 ratio; active = well fitted inhibition curve with a large enough effect in the signal ratio, with a control signal flat, not every such curve was filed as active; inconclusive = small, poorly fitted or top-dose-only effect, or effect the other way, or a change in a side signal; inactive = no such curve, though single readings can be large or run the other way; the % refers to the signal ratio; note: potency is the fitted concentration of half-maximal effect; % is set by controls: 0 for no effect and ±100 for the full control effect
#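 Inhibition of protein-RNA binding appears as loss of TR-FRET between terbium anti-His antibody on MBNL1-His and streptavidin-XL665 on biotin-(CUG)12. Activity is normalized to buffer-only and uninhibited-complex controls.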
# GALK inh: qHTS Assay for Inhibitors of Human Galactokinase (GALK). P51570. 270,000 tested, 0.007% active. Potency, µM (series often up to 57.5 µM), inactives show at the highest dose activity change, negative = inhibition, usual class: inhibitors. Purified GALK, Kinase-Glo residual ATP luminescence; note: potency is the fitted concentration of half-maximal effect; % is set by controls: 0 for no effect and ±100 for the full control effect
#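 GALK at 5 nM final was combined with compound, 35 uM ATP and 100 uM galactose in HEPES pH8.0 with MgCl2 and DTT. The reaction ran one hour at room temperature before luminescent ATP detection.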
# Eya2 inh: qHTS Assay for Inhibitors of the Phosphatase Activity of Eya2; Protein phosphatase EYA2 (Homo sapiens), O00167; Potency, µM (top dose mostly 76.9 µM), for the others: at the highest dose activity, negative = inhibition, usual class: inhibitors; recombinant Eya2, OMFP fluorescence dephosphorylation (OMFP is methylfluorescein phosphate); 330,000 tested, 0.006% active; note: potency is the fitted concentration of half-maximal effect; % is set by controls: 0 for no effect and ±100 for the full control effect
#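 Eya2 protein (added as 0.2 uM solution) was preincubated with compound for 10 min at ambient temperature in 50 mM HEPES pH 7.5, 50 mM NaCl, 5 uM MgCl2, 0.05% BSA, 1 mM DTT. OMFP (added at 50 uM) then reacted 10 min; fluorescence read at 485/525 nm.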
# Chronic BCR inh: qHTS Assay to Find Inhibitors of Chronic Active B-Cell Receptor Signaling | 340,000 tested, 0.05% active | Potency, µM (doses to about 46.1 µM), without a hit: at the top dose ratio change, negative = lower green/red ratio, actives largely listed as inhibitors | ABC-DLBCL IkBa-CBG/CBR reporter, luminescence ratio, 4 h; active = well fitted inhibition curve with a large enough effect in the signal ratio, with a control signal flat, not every such curve was filed as active; inconclusive = small, poorly fitted or top-dose-only effect, or effect the other way, or a change in a side signal; the % refers to the signal ratio;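 note: potency is the fitted concentration of half-maximal effect; plate controls were basal doxycycline-induced cells for no effect and cells given 10 µM MG132 for full effect; MG132 reads +100%, hits lower the ratio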
#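 Compounds up to 46 uM were incubated four hours with TMD8 cells whose green CBG68 luciferase is fused to IkappaBalpha; red CBR luminescence normalised the signal, and concentration-effect curves were fitted to fusion, red and ratio data.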
# Menin MLL FP TR: qHTS Assay for Inhibitors Targeting the Menin-MLL Interaction in MLL Related Leukemias: Competition With Texas Red Labeled MLL-derived Mutant Peptide. 270,000 tested, 0.23% active. Menin + Texas Red MLL mutant peptide, fluorescence polarization. O00255. Potency, µM (highest dose often 61.6 µM), inactives show at the highest dose FP activity change, negative = inhibition, actives largely listed as inhibitors; active = well fitted inhibition curve with a large enough effect in the polarisation, with a control signal flat, not every such curve was filed as active; inconclusive = small, poorly fitted or top-dose-only effect, or effect the other way, or a change in a side signal; inactive = no such curve, though single readings can be large or run the other way; the % refers to the polarisation; note: potency is the fitted concentration of half-maximal effect; % of control where 0% means no effect; many of its hits are not listed in these tables
# TSHR antag: Antagonists of the Thyroid Stimulating Hormone Receptor: HTS campaign | 330,000 tested, 0.2% active | TSHR-expressing cells, TSH-stimulated cAMP HTRF, 2 h; stronger effect = lower value | AID 504810, 2011 | activity change, negative = inhibition, % at 11.5 µM | Thyrotropin receptor (Homo sapiens), P16473;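 active = activity change below a set negative limit, meaning inhibition stronger than a set level, cut at about -70% in these data; inconclusive = activity change between two set negative limits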; note: % is set by controls: 0 for no effect and ±100 for the full control effect
#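 Freshly harvested TSHR cells receive pin-tooled compound, then EC80 TSH at 4nM final. After 2 hours at 37 deg C, antibody in lysis buffer and cAMP-d2 are added; 30 minutes at ambient temperature precede the HTRF read.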
# ASM inhibitor: Inhibitors of Secretory Acid Sphingomyelinase (S-ASM): qHTS. Sphingomyelin phosphodiesterase (Homo sapiens), P17405. placental ASM, HMU-PC fluorogenic substrate, 60 min. Potency, µM (titrated, usually from 57.5 µM), for the others: at the top dose activity change, negative = inhibition, actives largely listed as inhibitors. 340,000 tested, 0.006% active; note: potency is the fitted concentration of half-maximal effect
#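 Human placenta-derived ASM preincubated with compound 10 min at room temperature, then reacted with 9 uM (final) fluorogenic HMU-PC substrate for 60 min at 37 C. Stop solution raises pH to 10; fluorescence read at Ex 386/Em 447 nm.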
# KCNH2 WT inh: qHTS for Inhibitors of KCHN2 3.1: Wildtype qHTS; U2OS, BacMam KCNH2, thallium flux FluxOr; stronger effect = lower value; activity change, % at 1.84 µM; 340,000 tested, 0.37% active; AID 720551, 2013;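 active = maximum activity change below -70%; inconclusive = maximum activity change between -70% and -50%; inactive = maximum activity change above -50%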; note: % is set by controls: 0 for no effect and ±100 for the full control effect
#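 U2OS cells transduced with wild-type KCNH2 virus are loaded with FluxOr dye for 45 min, and thallium flux is measured in kinetic reads before and after stimulation buffer. Rate constants are normalized to DMSO controls.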
# PKM2 act: qHTS Assay for Activators of Human Muscle isoform 2 Pyruvate Kinase; Potency, µM (titrated, usually from 57.5 µM), for the others: at the highest dose activation, hits mostly activators; purified PKM2, Kinase-Glo ATP luminescence, activation; response scale: 0% is enzyme alone, no compound; Pyruvate kinase PKM (Homo sapiens), P14618; 260,000 tested, 0.34% active; AID 1631, 2009; note: potency is the fitted concentration of half-maximal effect; % is set by controls: 0 for no effect and ±100 for the full control effect; nearly all actives have a fitted effect of over 55% in size
# Target sequence (P14618 whole entry, looked up, canonical isoform): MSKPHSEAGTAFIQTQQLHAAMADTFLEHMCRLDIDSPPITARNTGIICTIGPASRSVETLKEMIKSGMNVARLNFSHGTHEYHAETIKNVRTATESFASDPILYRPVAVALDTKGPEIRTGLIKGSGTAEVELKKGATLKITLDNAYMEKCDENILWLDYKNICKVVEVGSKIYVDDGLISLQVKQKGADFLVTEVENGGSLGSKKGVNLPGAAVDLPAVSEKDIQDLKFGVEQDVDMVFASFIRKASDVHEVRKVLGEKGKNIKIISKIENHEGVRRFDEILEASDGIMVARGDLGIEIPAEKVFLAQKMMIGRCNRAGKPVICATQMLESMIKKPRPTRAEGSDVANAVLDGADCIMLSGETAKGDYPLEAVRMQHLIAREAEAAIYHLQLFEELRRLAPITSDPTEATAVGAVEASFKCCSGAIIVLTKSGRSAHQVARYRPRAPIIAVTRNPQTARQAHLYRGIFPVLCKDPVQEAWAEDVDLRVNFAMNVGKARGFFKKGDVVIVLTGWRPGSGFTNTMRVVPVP
#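 Kinase-Glo luminescence reports ATP generated from ADP (0.1 mM) and PEP (0.5 mM) by purified hPK-M2 after 1 h at room temperature, pH 7.2 imidazole buffer; intermediate enzyme activity allows detecting inhibitors and activators.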
# USP2a inh: qHTS Assay for Inhibitors of Ubiquitin-specific Protease USP2a Using CHOP2 as the Reporter; Ubiquitin carboxyl-terminal hydrolase 2 (Homo sapiens), O75604; USP2 core, Ub-CHOP2 coupled fluorogenic reporter, 485/531; Potency, µM (top dose mostly 38.3 µM), for the others: at the top dose activity change, negative = inhibition, actives largely listed as inhibitors; 330,000 tested, 0.01% active; AID 463254, 2010;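 note: potency is the fitted concentration of half-maximal effect; plate controls were DMSO wells for no effect and full inhibition by NEM control for full effect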
# Target sequence (O75604 whole entry, looked up): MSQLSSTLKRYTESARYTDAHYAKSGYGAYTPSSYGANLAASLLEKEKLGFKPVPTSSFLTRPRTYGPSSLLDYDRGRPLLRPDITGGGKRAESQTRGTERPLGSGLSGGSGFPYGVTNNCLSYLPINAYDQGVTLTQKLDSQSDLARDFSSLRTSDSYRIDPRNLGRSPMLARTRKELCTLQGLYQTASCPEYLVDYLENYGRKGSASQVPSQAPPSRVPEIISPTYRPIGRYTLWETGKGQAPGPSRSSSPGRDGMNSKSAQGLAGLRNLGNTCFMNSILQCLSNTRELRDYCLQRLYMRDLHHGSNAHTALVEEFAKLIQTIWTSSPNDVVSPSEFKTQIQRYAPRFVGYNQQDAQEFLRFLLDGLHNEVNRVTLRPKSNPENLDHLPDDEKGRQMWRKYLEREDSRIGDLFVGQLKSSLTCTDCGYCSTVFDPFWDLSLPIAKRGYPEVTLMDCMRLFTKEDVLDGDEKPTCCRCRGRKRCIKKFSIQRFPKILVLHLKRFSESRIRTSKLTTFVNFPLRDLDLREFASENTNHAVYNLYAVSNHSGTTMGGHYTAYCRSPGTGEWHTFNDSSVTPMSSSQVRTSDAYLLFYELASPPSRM
#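 USP2 core (10nM final) preincubated 30min RT with compound in 20mM Tris-HCl pH 8.0, 2mM CaCl2, 2mM beta-mercaptoethanol, 0.05% CHAPS; 25nM Ub-CHOP2 plus 25nM reporter substrate added, fluorescence (Ex485/Em531) read after 60min.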
# * hit, by the source's call; u = inconclusive; x = not tested or not shown; [ ] = remark or other dose. Unless noted, calls come from the whole dose curve; as a rule, active = well fitted curve in the direction sought with a large enough effect; inconclusive = small, poorly fitted or top-dose-only effect, or another doubt; inactive = no such curve, though single readings can be large; an effect the other way counts as inactive or inconclusive. Not all compounds are listed, so the mix of outcomes need not match the whole.
SMILES,Mito fusion yeast,MBNL1-CUG inh,GALK inh,Eya2 inh,Chronic BCR inh,Menin MLL FP TR,TSHR antag,ASM inhibitor,KCNH2 WT inh,PKM2 act,USP2a inh
CC(C)(C)c1cc(C(=O)Nc2ccc(F)cc2)n(Cc2ccc(F)cc2)n1,7%,3%,x,-6%,u,x,-7,-10%,-9,2%,-7%
COc1ccc(-c2noc(N3CCC(C(=O)N4CCN(c5ccccn5)CC4)CC3)n2)cc1,-9%,-10%,0%,7%,-1%,6%,-11,-2%,0,2%,0%
Cc1cc(=O)oc2cc(OC(=O)c3ccco3)ccc12,-4%,29%,-1%,0%,4%,17%,-2,x,-12,-4%,0%
Cc1ccccc1-n1c(SCC(=O)c2cc(C)n(C)c2C)nnc1-c1cccnc1,7%,-8%,5%,-1%,u,-12%,2,3%,0,2%,-2%
CCC(=O)Nc1ncc2c(n1)CC(c1ccco1)CC2=O (stereo not drawn),0%,5%,0%,1%,u,1%,-5,9%,-10,20%,1%
CCCc1nc(SCC(=O)N2CCN(c3ccccc3)CC2)c2c(=O)n(C)c(=O)n(C)c2n1,12%,-6%,-1%,-15%,0%,-5%,-13,-6%,-10,-6%,-1%
CN1C(=O)C(CC(=O)NCCc2ccccc2)N(NC(=O)c2ccc(Cl)cc2)C1=S (stereo not drawn),-6%,-1%,-1%,2%,3%,x,3,0%,11,-1%,0%
CCOC(=O)Nc1cccc2ccccc12,1%,4%,1%,-4%[15.4 µM],u,0%,7,1%,-4,0%,2%
CC(C)(C)c1ccc(/C=C/C(=O)O)s1,11%,6%,-2%,7%,1%,2%,-2,4%,-13,3%,1%
Cc1cc(C)cc(C(=O)NC2C(=O)N3C(C(=O)O)=C(CSc4nnc(C)s4)CSC23)c1 (stereo not drawn),0%,-5%,2%,8%,-12%,1%,2,1%,10,3%,3%
C=C1c2cccc(C(F)(F)F)c2O[C@H](C(=O)OCC)[C@H]1OC,x,x,x,-11%,2%,x,-7,1%,-4,x,0%
CCC1=NN(C(=O)CCc2ccc3c(c2)OCO3)C(O)(C(F)(F)F)C1 (stereo not drawn),0%,2%,-2%,2%,-15%,-19%,-5,0%,2,-18%,-1%
CCOC(=O)C1(CCc2ccccc2)CCN(C(=O)c2cnc(C)cn2)CC1,-4%,1%,1%,-6%,-19%,-6%,-8,0%,9,0%,4%
COc1cc(C(C(=O)NCc2ccccc2)N(C(=O)c2snc(C(N)=O)c2N)C2CCCC2)cc(OC)c1OC (stereo not drawn),11%,13%,-3%,11%,-5%,-27%,-108*,76%[activator],-6,x,0%
COc1ccc(C(CCN2CCOCC2)c2c(OC)cc(OC)c3c(C)cc(=O)oc23)cc1 (stereo not drawn),13%,-7%,-1%,-3%,-30%,x,-6,13%,x,2%,8%
COc1ccc(N2C(=O)C(CC(N)=O)N(NC(=O)c3cccc(OC)c3)C2=S)cc1 (stereo not drawn),6%,-24%,3%,-4%,0%,0%,-6,-2%,5,-6%,-1%
CCOc1ccccc1NC(=O)CCNS(=O)(=O)c1cccc2nonc12,-4%,u,-1%,-20%,10%,2%,3,-15%,-7,2%,1%
Cc1ccc2c(c1)C(N1CCCC1=O)CC(c1ccco1)N2 (stereo not drawn),-7%,u,23%,6%,u,6%,-4,19%,1,-61%,6%
O=C1CN(C(=O)COc2ccc([N+](=O)[O-])cc2Cl)c2ccccc2N1,-4%,x,x,-4%,0%,x,-4,-5%,-2,x,0%
O=C(c1cc(-c2ccncc2)nc2ccccc12)N1CCN(S(=O)(=O)/C=C/c2ccccc2)CC1,1%,7%,0%,6%,1%,u,19,-7%,6,-5%,-11%
O=C(Nc1ccccc1C(=O)N1CCOCC1)c1noc2c1CCCC2,-12%,-8%,0%,-28%,-1%,8%,4,0%,-3,-5%,1%
CC(C)CNC(=O)CC(=O)N/N=C/c1ccc(Br)cc1,5%,u,0%,6%,u,u,1,-1%,1,-6%,12%
O=C1CC(NNC(=O)c2ccc(Br)cc2)C(=O)N1 (stereo not drawn),-1%,x,-2%,-8%,1%,x,12,0%,-4,4%,0%
C[C@@]12C(=O)N(CC3CCCO3)CC(=O)N1[C@H]1c3ccccc3OC[C@@H]1[C@@H]2c1ccccc1 (stereo partly drawn),-5%,x,x,6%,9%,x,6,5%,12,x,0%
CCOC(=O)c1cnn(CC2CCCCC2)c1N,-1%,-9%,3%,11%,u,3%,0,1%,6,3%,3%
S=C(NCCN1CCOCC1)Nc1ccc(Cl)c(Cl)c1,1%,-5%,0%,6%,2%,2%,-9,4%,-3,-2%,-2%
O=C(NC1CCCCC1)N1CCCC(c2nc(-c3ccc(S(=O)(=O)N4CCCC4)cc3)no2)C1 (stereo not drawn),2%,6%,0%,6%,0%,3%,-7,-3%,-1,0%,-13%
O=S(=O)(Nc1ccc2c(c1)CCC2)c1cccs1,3%,-2%,4%,-3%,4%,u,-7,0%,-1,1%,-2%
Nn1c(SCC(=O)Nc2ccc3c(c2)OCO3)nnc1-c1ccncc1,-3%,-2%,0%,x,x,5%,x,x,2,2%,x
CN(CC(=O)Nc1cccc2c1CCCC2)S(=O)(=O)c1ccccc1,2%,-1%,0%,17%,-13%,-20%,24,-3%,3,-2%,1%
Cc1cc(C)cc(NC(=O)Nc2cccnc2)c1,29%,-18%,-3%,2%,0%,-17%,4,8%,-13,x,4%
O=C1CCCc2ccccc2N1Cc1cccc(Cl)c1,6%,-5%,0%,-12%,8%,-11%,-10,-1%,6,1%,2%
CC(=O)Nc1sc2c(c1C#N)CCC(C)C2 (stereo not drawn),1%,-7%,0%,4%,u,3%,-1,4%,2,6%,-2%
COC(=O)c1ccc(N2CCN(CC(=O)c3ccc(-c4ccccc4)cc3)CC2)c([N+](=O)[O-])c1,2%,u,x,-6%,15%,8%,0,0%,-4,6%,0%
CCCCn1c(SCC(=O)c2ccc3c(c2)OCCO3)nnc1-c1ccco1,8%,4%,1%,-32%,u,-12%,-10,-2%,-13,5%,1%
Cc1ccc(CNC(=O)c2ccc([N+](=O)[O-])o2)cc1,1%,u,2%,-4%,-4%,12%,-2,0%,-4,0%,3%
CCOc1ccccc1NC(=O)c1cc(S(=O)(=O)NCc2ccco2)ccc1F,-2%,4%,8%,2%,-6%,x,-10,1%,-15,x,-1%
COCCn1c(Cc2ccccc2)nnc1SCC(=O)Nc1oc(C)c2c(C)n[nH]c(=O)c12,-5%,x,x,-2%,5%,x,15,3%,-8,x,1%
CC(C)(C)OC(=O)C[C@H]1C/C=C\C[C@@H](CC(=O)NCCO)C(=O)N2CCC[C@H]2COC1=O,x,x,x,1%,2%,x,0,5%,x,x,3%
O=C(CC12CC3CC(CC(C3)C1)C2)N/N=C/c1ccncc1,22%,2%,1%,-2%,-6%,-11%,3,2%,-1,-3%,1%
Cc1ccc(NC(=O)c2c(C)noc2C)cc1,0%,1%,-1%,-1%,6%,9%,-10,3%,9,2%,1%
Cc1ccc(S(=O)(=O)CNC(=O)c2ccccc2)cc1,3%,-14%,-1%,-9%,u,-17%,50,3%,1,1%,2%
O=C(CSc1ccc(-c2ccccn2)nn1)NC1CCCCC1,-8%,1%,-2%,0%,1%,-27%,6,1%,0,6%,-1%
